# Bioassay records as filed in PubChem BioAssay.
# GSK3A inh = blocks human GSK-3 alpha kinase | P49840 | ADP-Glo luminescence, 60 min | inhibition, % at 10 µM | 320,000 tested, 0.1% active | AID 2650;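 in the data active = inhibition above about 50%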;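 also: GST-tagged GSK-3 alpha with peptide substrate and 25 µM ATP; 0% = DMSO neutral wells and 100% = GW8510 positive control wells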
# Target sequence (P49840 whole entry, looked up): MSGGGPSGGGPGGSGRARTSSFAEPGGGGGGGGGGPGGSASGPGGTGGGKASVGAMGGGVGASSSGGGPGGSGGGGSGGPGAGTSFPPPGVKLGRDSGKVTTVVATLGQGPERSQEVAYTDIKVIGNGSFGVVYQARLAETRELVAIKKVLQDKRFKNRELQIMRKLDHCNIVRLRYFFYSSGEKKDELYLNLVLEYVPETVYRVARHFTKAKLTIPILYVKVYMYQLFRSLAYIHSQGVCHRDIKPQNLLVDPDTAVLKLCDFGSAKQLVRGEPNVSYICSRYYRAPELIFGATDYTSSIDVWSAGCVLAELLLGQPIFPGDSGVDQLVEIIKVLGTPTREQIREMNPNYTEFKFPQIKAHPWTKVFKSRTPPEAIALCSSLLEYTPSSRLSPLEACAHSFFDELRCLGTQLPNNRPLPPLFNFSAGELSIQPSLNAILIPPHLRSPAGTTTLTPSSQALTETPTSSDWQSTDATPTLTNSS
# Platelet DG rel = modulates dense granule release in human platelets | inhibition, %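 (compounds screened at 7.5 µM in platelet-rich plasma)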 | 300,000 tested, 0.22% active | AID 1663 | human platelet-rich plasma, SFLLRN dense granule ATP release, luminescence;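 active = mean replicate score, as percent of positive control, at or above 50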
# HSF1 inhib = HSF1 inhibition. NIH3T3-HGL HSE-luciferase, MG132-induced, luminescence 8 h; hits give low values. activity change, negative = inhibition, % at 7.5 µM (by protocol). 300,000 tested, 0.77% active. AID 2098;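 active = more than half of replicate wells show activity change below -50%, luminescence cut by over half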;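 also: luciferase reports HSF-1 transcriptional activity via heat shock element; 0% = median of DMSO wells and -100% = zero luminescence signal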
# IEC-6 cytotox = kills IEC-6 intestinal cells in KLF5 counter-screen; AID 1825; 290,000 tested, 0.78% active; IEC-6 cytotoxicity, luminescence viability; inhibition, % at 5 µM; in the data active = inhibition above about 22%;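 also: 0% = plate median of test compound wells and 100% = cytotoxic reference compound wells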
# KLF5 inh = inhibitors of KLF5 expression | AID 1700 | 290,000 tested, 0.23% active | DLD-1 KLF5 promoter-luciferase reporter, luminescence | inhibition, % at 5 µM;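 active = inhibition above a per-plate limit of that plate's mean compound inhibition plus 3 SD, cut at about 60% in these data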;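 also: 0% = DMSO wells and 100% = LY294002 at 200 µM; higher means less KLF5 promoter-driven luciferase light; inactives centre near -14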
# HSF1 activator = increases HSF-1 driven luciferase reporter signal. 300,000 tested, 1.7% active. NIH3T3-HGL HSF-1 luciferase reporter, MG132, 8 h; 100% = twice DMSO control signal. activation, % at 9 µM;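 active = mean replicate activation of at least 50% with a set share of replicates each reaching 50%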;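 also: 0% = median of the neutral control wells and 100% = twice that signal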
# DYRK1A inh = inhibitors of rat Dyrk1A kinase. Q63470. ADP-Glo luminescence, NFATc1 peptide. inhibition, % at 12.5 µM. 310,000 tested, 0.43% active; in the data active = inhibition above about 50%;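 also: plate controls were vehicle with enzyme for no effect and no enzyme for full effect; many of its hits are not listed in these tables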
# GSK3beta inhib = human GSK3beta kinase inhibition. GST-GSK3beta kinase, ADP-Glo luminescence, 60 min; hits give low values. P49841. 300,000 tested, 0.038% active. activity score (negative = inhibition), % at 10 µM;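 active = more than half of replicate wells score below -50%, meaning over 50% inhibition versus plate controls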;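 also: 0% = median DMSO wells and -100% = median GW8510 positive control wells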
# Target sequence (P49841 whole entry, looked up): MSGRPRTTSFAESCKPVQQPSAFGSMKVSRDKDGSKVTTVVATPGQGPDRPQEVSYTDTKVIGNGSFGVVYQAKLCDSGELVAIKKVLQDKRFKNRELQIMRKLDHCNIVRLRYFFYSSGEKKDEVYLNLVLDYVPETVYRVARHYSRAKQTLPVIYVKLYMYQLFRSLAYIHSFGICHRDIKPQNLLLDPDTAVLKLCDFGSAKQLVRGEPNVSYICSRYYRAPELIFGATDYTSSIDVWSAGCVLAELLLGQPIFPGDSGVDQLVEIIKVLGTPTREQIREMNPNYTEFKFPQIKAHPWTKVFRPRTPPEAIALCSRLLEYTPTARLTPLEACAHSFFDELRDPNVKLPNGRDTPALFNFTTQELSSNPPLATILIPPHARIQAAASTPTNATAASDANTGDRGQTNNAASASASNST
#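 test system = GST-tagged human GSK3beta kinase, cell-free | reagent = 25 µM ATP with peptide substrate | dosing = one dose of 10 µM per compound | schedule = 60 min reaction, RT | detection = luminescent ADP-Glo measurement of ADP formed | control set = DMSO neutral wells and GW8510 at 20 µM as positive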
# aSyn 5UTR inh = MLPCN primary screen, SNCA 5' untranslated region; alpha-synuclein 5'UTR reporter, inhibitor activity; inhibition, % (tested at 7.5 µM); 300,000 tested, 0.82% active; in the data active = inhibition above about 60%;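 also: H4 neuroglioblastoma cells stably carrying SNCA 5'UTR luciferase fusion; 0% = DMSO wells and 100% = positive control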
# HSP90 refold inh = inhibitors of HSP90 luciferase refolding in rabbit reticulocyte lysate. luciferase refolding luminescence, 3 h. inhibition, % at 5.6 µM. 290,000 tested, 0.91% active. AID 1789;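 active = inhibition above the screen-wide mean plus 3 SD, computed separately per campaign, cut at about 16% in these data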;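 also: 0% = DMSO wells and 100% = 60 µM geldanamycin wells; inhibitors lower the luminescence because luciferase stays unfolded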
# An asterisk follows results filed as active; x = no result given; & = joins results of further samples. The list is partial, so the mix of outcomes need not match the whole.
SMILES,GSK3A inh,Platelet DG rel,HSF1 inhib,IEC-6 cytotox,KLF5 inh,HSF1 activator,DYRK1A inh,GSK3beta inhib,aSyn 5UTR inh,HSP90 refold inh
COc1ccc(N2CCN(C(=O)CSc3nnc4c(C)cc5cc(C)ccc5n34)CC2)cc1,0,6,8,-2,-4,14,7,1,24,-4
CCOC(=O)c1c(NC(=O)c2ccccc2Cl)sc2c1CCc1ccccc1-2,-3,-2,1,-2,-29,4,0,-23,11,2
COc1cc(/C=N/n2cnc3c(sc4nc(C)cc(C)c43)c2=O)ccc1O,0,-2,1,-3,2,-11,x,0,-40,-2
CCOc1ccc(N(CC(=O)Nc2ccc(OC)cc2)S(=O)(=O)c2c(C)noc2C)cc1,-2,-5,0,-3,-48,-6,13,2,18,-2
CCCC(=O)Nc1ncnc2c1ncn2[C@@H]1O[C@@H]2COP(=O)(O)O[C@H]2[C@H]1OC(=O)CCC,-3,1,4,0,-24,14,-13&-3,1,-13,4
Cc1ccc(CNC(=O)CCC2CCCN(C(=O)c3ccc4c(c3)OCO4)C2)o1 (centres undefined),0,-1,4,-9,0,7,5,2,-17,3
O=C(Cn1cc(C(=O)c2cccs2)c2ccccc21)NCc1ccc2c(c1)OCO2,1,0,17,3,-15,18,0,5,-2,1
COCCNC(=O)c1ccc2ccccc2n1,-2,-1,-5,0,-28,-3,-10,2,-19,0
COc1ccccc1NC(=S)Nc1ccc2cn[nH]c2c1,5,-2,32,3,-16,36,24,-3,-101,3
Cc1cccc(NC(=O)CN(c2ccc(F)cc2)S(C)(=O)=O)c1,-1,-6,7,0,26,2,2,1,-17,4
O=C(Nc1cccnc1)c1cc(S(=O)(=O)N2CCCCC2)c(Cl)cc1Cl,-3,x,-8,1,-1,-12,-4,4,18,0
C/C(N)=C(/C#N)C(=O)CSc1nnc(COc2ccccc2Cl)o1,-1,0,7,2,-20,12,-4&2,3,-6,-3

# Exported with bars between the fields: part of the list above.
structure | GSK3A inh | Platelet DG rel | HSF1 inhib | IEC-6 cytotox | KLF5 inh | HSF1 activator | DYRK1A inh | GSK3beta inhib | aSyn 5UTR inh | HSP90 refold inh
COc1ccc(N2CCN(C(=O)CSc3nnc4c(C)cc5cc(C)ccc5n34)CC2)cc1 | 0 | 6 | 8 | -2 | -4 | 14 | 7 | 1 | 24 | -4
CCOC(=O)c1c(NC(=O)c2ccccc2Cl)sc2c1CCc1ccccc1-2 | -3 | -2 | 1 | -2 | -29 | 4 | 0 | -23 | 11 | 2
COc1cc(/C=N/n2cnc3c(sc4nc(C)cc(C)c43)c2=O)ccc1O | 0 | -2 | 1 | -3 | 2 | -11 | x | 0 | -40 | -2
CCOc1ccc(N(CC(=O)Nc2ccc(OC)cc2)S(=O)(=O)c2c(C)noc2C)cc1 | -2 | -5 | 0 | -3 | -48 | -6 | 13 | 2 | 18 | -2
CCCC(=O)Nc1ncnc2c1ncn2[C@@H]1O[C@@H]2COP(=O)(O)O[C@H]2[C@H]1OC(=O)CCC | -3 | 1 | 4 | 0 | -24 | 14 | -13&-3 | 1 | -13 | 4
Cc1ccc(CNC(=O)CCC2CCCN(C(=O)c3ccc4c(c3)OCO4)C2)o1 (centres undefined) | 0 | -1 | 4 | -9 | 0 | 7 | 5 | 2 | -17 | 3
O=C(Cn1cc(C(=O)c2cccs2)c2ccccc21)NCc1ccc2c(c1)OCO2 | 1 | 0 | 17 | 3 | -15 | 18 | 0 | 5 | -2 | 1
COCCNC(=O)c1ccc2ccccc2n1 | -2 | -1 | -5 | 0 | -28 | -3 | -10 | 2 | -19 | 0
COc1ccccc1NC(=S)Nc1ccc2cn[nH]c2c1 | 5 | -2 | 32 | 3 | -16 | 36 | 24 | -3 | -101 | 3
Cc1cccc(NC(=O)CN(c2ccc(F)cc2)S(C)(=O)=O)c1 | -1 | -6 | 7 | 0 | 26 | 2 | 2 | 1 | -17 | 4
O=C(Nc1cccnc1)c1cc(S(=O)(=O)N2CCCCC2)c(Cl)cc1Cl | -3 | x | -8 | 1 | -1 | -12 | -4 | 4 | 18 | 0
C/C(N)=C(/C#N)C(=O)CSc1nnc(COc2ccccc2Cl)o1 | -1 | 0 | 7 | 2 | -20 | 12 | -4&2 | 3 | -6 | -3

# The listing continues:
SMILES,GSK3A inh,Platelet DG rel,HSF1 inhib,IEC-6 cytotox,KLF5 inh,HSF1 activator,DYRK1A inh,GSK3beta inhib,aSyn 5UTR inh,HSP90 refold inh
O=C(OCCNC(=O)c1ccc2ccccc2n1)c1ccc(F)cc1,1,4,4,2,-49,25,12,1,-10,-7
Cc1nnc(NC(=O)CC23CC4CC(CC(C4)C2)C3)s1,2,-2,4,1,-3,-6,-4,3,-1,2
O=C(O)COCC(=O)N1CCN(c2cc(C(F)(F)F)nc3ccccc23)CC1,3,-4,-7,-1,-54,7,42,0,2,-3
O=c1cc(N2CCCC2)c(-c2ccccc2)n[nH]1,-1,-3,-3,-4,-37,-4,-6,1,23,0
CCNc1nc(NC(C)(C)C)nc(N(C#N)CC)n1,-2,-2,-10,8,-43,-7,2,0,34,7
COc1ccc(C(=O)Oc2ccc3ccc(=O)oc3c2)cc1OC,-1,-1,6,4,-17,11,1,-1,2,-2
CCOC(=O)CC(=O)CSc1ccc2nnc(-c3ccc(C)cc3)n2n1,x,-2,1,-5,-4,-9,5,-6,1,-5
Cc1cc(C2C(=O)CC(=O)CC2c2ccccc2)on1 (centres undefined),2,-53,-5,-4,0,-9,-3,2,7,-1
O=C(Nc1ccc2oc(-c3ccccc3)nc2c1)C1CCCO1 (centres undefined),0,8,24,-2,-161,73*,3,2,-162,-2
O=C(CCn1cnnn1)Nc1ccc(Cl)cc1Cl,9,-4,-3,4,-10,15,6,-1,5,2
CC(C)(C)c1ccc(-c2nnc(SCC(=O)c3ccc4c(c3)OCCO4)o2)cc1,-14,7,-3,-1,9,-5,2,5,-5,4
CNc1c(NS(=O)(=O)c2ccc(OC)cc2)c(=O)oc2ccccc12,1,-1,6,0,5,9,3,-2,-6,1
O=C(CCc1nc2ccccc2s1)OCc1ccccc1F,-2,-8,-3,5,18,-1,-2,2,25,3
CCOC(=O)c1cc(-c2ccccc2)n(CCC(=O)O)c1C,-2,3,3,-2,1,2,14,5,-13,-4
CCCCCCn1cnc2c(c1=O)c1nc3ccccc3nc1n2/N=C/c1ccco1,x,5,2,0,11,17,-1,-3,6,0
O=C(NC(=S)NC1CCCCC1)c1ccc(F)cc1,1,3,22,-1,-107,21,0,1,-162,-3
CCn1c2ccccc2c2cc(NC(=O)C(C)Oc3ccccc3)ccc21 (centres undefined),2,-7,0,6,-13,16,-1,0,3,-1
O=C(Cc1ccccc1)NCC(=O)Nc1cc(Cl)ccc1Cl,x,6,4,-3,-6,30,3,1,-8,0
CCC/C(O)=C1\C(=O)CC(C)(C)CC1=NCc1ccccc1,-4,1,2,-1,-3,23,1,-3,6,6
CC(=O)N=Nc1[nH]c(N)c2ccccc12,32,6,-11,1,3,-3,5,-2,6,-3
O=C(CSC1=NS(=O)(=O)c2ccccc2N1)NCc1ccc(F)cc1,-3,-4,-7,x,x,-2,1,-1,-3,x
CC1(C)CNC(=O)c2sc(NC(=O)c3ccccc3Cl)nc2C1,-1,4,1,-3,-19,6,x,1,-8,-4
CC(NC(=O)COC(=O)c1cc(NS(=O)(=O)c2ccc(Cl)c([N+](=O)[O-])c2)ccc1O)C1CC2CCC1C2 (centres undefined),-1,-5,23,-5,-23,50,1,-1,10,6
CCCNC(=O)CCn1nc(-c2ccccc2)c2ccccc2c1=O,-4,-4,2,2,-16,-4,4,0,8,-1
CC1CC(=O)N(CC(=O)N2CCCC2)c2ccccc2S1 (centres undefined),1,1,-7,-2,-2,0,0,3,1,-2
O=C1c2cccc3cccc(c23)C(=O)N1OS(=O)(=O)c1ccc(Br)cc1,0,6,10,0,-22,22,-1,4,-13,-1
Cc1ccc(N2CN(Cc3ccco3)CNC2=S)cc1,-1,11,11,2,-12,10,x,-2,-16,0
O=c1cc(/C=C/c2cccs2)[nH]c2ccccc12,2,-3,-2,7,-28,2,22,0,-4,1
Cc1ccc(C23CC4CC(CC(C(=O)NC(C)C)(C4)C2)C3)cc1,0,-2,-5,2,18,-10,-2,3,7,-1
CN1CCN(NC(=O)c2cccc(F)c2)CC1,-5,-2,2,3,-8,-11,1,-5,-30,0
COc1ccc2nc(SCc3cccc(C)c3)nc(C)c2c1,x,-13,48,1,-32,95*,4,0,-106,-3
CCCOc1ccc(NC(N)=O)cc1OCCC,-4,0,-68*,-3,6,-76,-6,0,6,4
CCCCSc1nc2c(cc1C#N)CCC2,-1,-9,x,1,13,x,-10,2,x,3
COc1ccc(NCc2nnc(SCCN3CCCCC3)n2-c2ccc(C)cc2)cc1,0,-2,-7,-4,-44,-7,-1,0,-10,-6
COc1ccccc1OCC(=O)NCC1CCCN(Cc2cnn(C(C)C)c2)C1 (centres undefined),-1,-2,1,5,-9,5,x,0,11,-2
CCCOc1ccc(C2C(C(=O)c3ccc(C)o3)=C(O)C(=O)N2Cc2cccnc2)cc1 (centres undefined),-2,0,16,2,-8,13,x,1,-6,4
CC(C)CC(NC(=O)C(NC(=O)OC(C)(C)C)C(C)C)C(N)=O (centres undefined),-1,0,-6,0,-57,4,-4,-2,6,-3
CC1=NN(c2ccccc2)C(=O)/C1=C\c1cn(C)c2ccccc12,-3,-3,-5,1,-8,-1,x,2,-2,3
COC(=O)c1cccc(NC(=O)Cn2cnc3ccccc3c2=O)c1,-2,6,-6,-1,-14,-2,0,0,17,2
Cc1ccc(CC(NC(=O)c2ccccc2)C(=O)NC(CC(C)C)C(=O)O)cc1 (centres undefined),-1,0,-7,-4,-35,-9,-1,1,-18,-3
O=C(CCCCCn1c(=S)[nH]c2cc3c(cc2c1=O)OCO3)N1CCN(Cc2ccccc2)CC1,-2,-5,x,-1,12,x,5,0,0,7
O=C1C=C(O)c2cccc3cccc1c23,-1,-2,-6,1,-6,-1,35,0,-23,3
Cc1ccc2c(c1)sc1nc(=O)n(-c3ccc(Cl)cc3)c(=O)n12,-1,19,-4,7,19,32,-3,0,-59,3
O=C(CCS(=O)(=O)c1ccccc1)N(CCCN1CCOCC1)c1nc2ccc(F)cc2s1,-36,11,138,x,x,147*,-1,0,-132,x
COc1ccccc1S(=O)(=O)c1c(C)cc(C)[nH]c1=O,-1,-3,2,-1,12,4,-5,-1,8,1
COC(=O)c1c(NC(=O)/C=C/C(=O)O)sc(C)c1-c1ccc(C(C)C)cc1,-6,4,2,4,-23,-1,-8,4,-68,4
Cc1nn(C)c(Cl)c1CN1CCC(Oc2ccc(C(=O)N3CCCC3)cc2)CC1,-2,0,-1,0,-7,-15,-5,-3,-27,3
CC(=O)Oc1ccc(-c2nc3ccccc3c(=O)o2)cc1,3,7,-7,0,-26,8,1,-2,-19,3
CC(C)(C)c1ccc(OCCOCCn2cnc3ccccc3c2=O)cc1,-2,4,10,0,-11,15,0,-1,-44,-3
